APP 5'UTR act – activators of APP 5'UTR luciferase reporter, primary screen, SH-SY5Y cells; SH-SY5Y APP 5'UTR luciferase reporter, luminescence; zero percent = DMSO vehicle wells; activation, % at 2 µM; actives 1% (n = 190,000); AID 1276, 2008;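 active = activation above a set limit, based on mean plus 3 SD of controls, cut at about 140% in these data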; also: values of inactives mirror those of a sister screen read the other way
STAT1 activator – STAT1 signaling activators, primary screen, cell-based, HTS, luciferase reporter; AID 932, 2007; activation (% of control), % at 5.5 µM; actives 2.6% (n = 200,000); NIH 3T3 STAT1-luciferase reporter, IFN-gamma, luminescence; 100% = IFN-gamma alone, no compound;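 active = activation above the screen-wide mean activation plus 3 SD, cut at about 130% in these data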;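 also: raw ratio to IFN-gamma control signal so 100% means no change and 0% no light; values of inactives mirror those of a sister screen read the other way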
Diaph act CS – compounds boosting diaphorase resazurin reduction – biochemical, uHTS, resorufin fluorescence, counter-screen for diaphorase-coupled primary assays, primary screen | Diaphorase/resazurin coupled assay, 16 min; stronger effect = higher value; 1 = vehicle wells, 0 = NADH-free wells | activation factor at 20 µM | actives 0.005% (n = 190,000);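 active = diaphorase activity raised at least twofold by the compound at 20 µM; inactive = activation factor below 2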
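Material: Clostridium kluyveri diaphorase, purified enzyme; Quantity: enzyme 0.07 U/mL final; Medium: HEPES pH 7.4 buffer with MgCl2 and Tween 20; Dosing: single compound dose of 20 µM, 1% DMSO final; Schedule: 16 min reaction at room temperature; Measured by: red resorufin fluorescence at 544/590 nm excitation/emission.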
G6PDH counter – L. mesenteroides G6PDH inhibitors, counter-screen for G6PDH-coupled screening assays, biochemical, Leuconostoc mesenteroides enzyme | glucose-6-phosphate dehydrogenase [Leuconostoc mesenteroides] | Purified L. mesenteroides G6PDH, diaphorase/resazurin coupled fluorescence, 45 min | inhibition, % at 5 µM | actives 0.12% (n = 200,000); in the data active = inhibition above about 50%
NF-kB expr up – activators of NF-kB expression in neurons, primary screen, cell-based, HTS | human neuronal cells, NF-kB reporter expression; stronger effect = higher value | fold change at 12.5 µM | actives 1.6% (n = 190,000) | AID 1239, 2008; in the data active = fold change above about 3.3
FLuc inhib CS – firefly luciferase enzyme inhibitors, primary screen, artefact control for luciferase-based inhibitor screens, biochemical, luminescence, ATPLite; Luciferin 4-monooxygenase (Photinus pyralis), P08659; 10 min; inhibition, % at 10 µM; actives 1.5% (n = 200,000); AID 1006, 2008;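 active = inhibition above about 50% when tested at 10 µM, limit read from the data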
Target sequence (P08659 whole entry, looked up): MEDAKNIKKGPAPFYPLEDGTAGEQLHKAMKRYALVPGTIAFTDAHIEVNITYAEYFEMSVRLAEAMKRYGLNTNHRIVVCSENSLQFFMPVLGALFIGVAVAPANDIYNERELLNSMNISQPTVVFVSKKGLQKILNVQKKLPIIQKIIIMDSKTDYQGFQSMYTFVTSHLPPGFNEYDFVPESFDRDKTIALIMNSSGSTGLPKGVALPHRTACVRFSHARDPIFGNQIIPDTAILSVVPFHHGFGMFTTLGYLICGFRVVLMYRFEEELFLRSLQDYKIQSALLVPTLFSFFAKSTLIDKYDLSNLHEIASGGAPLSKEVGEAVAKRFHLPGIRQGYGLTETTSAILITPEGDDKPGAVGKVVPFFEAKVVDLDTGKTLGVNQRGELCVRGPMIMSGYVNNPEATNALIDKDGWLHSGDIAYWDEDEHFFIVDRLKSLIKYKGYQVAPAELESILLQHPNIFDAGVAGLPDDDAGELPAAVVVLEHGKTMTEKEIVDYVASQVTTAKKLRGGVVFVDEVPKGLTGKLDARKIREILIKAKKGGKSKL
FLuc stim CS – FLuc activators, initial screening, artefact control for FLuc-dependent activation tests, biochemical, ATPlite luminescence. activation factor at 10 µM. AID 1027, 2008. 200,000 tested, under 10 active. ATPlite luciferase biochemical, 10 min; 0 = ATP-free wells, 1 = DMSO control;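 active = luciferase activation factor, scaled between plate controls, of at least 2 with compound at 10 µM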
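Material: Luciferase/luciferin reagent mix; Doses: test compounds dosed from 2 mM stocks in 100% DMSO; Schedule: 10 min incubation after luciferase reagent addition, room temperature; Measured by: luminescence from luciferase reaction; Read-out: luminescence gain marking luciferase activators.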
TLR4 MyD88 comp – inhibitors of TLR4-MyD88 association in cells, primary screen, cell-based, HeLa CL3-4, BLA complementation, FRET ratio. Toll-like receptor 4 (Homo sapiens) + Myeloid differentiation primary response protein …. actives 0.18% (n = 200,000). inhibition, % at 8.4 µM. HeLa CL3-4 TLR4/MyD88 BLA complementation. AID 861, 2007; in the data active = inhibition above about 25%;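 also: 0% = vehicle and 100% = reference inhibitor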
Diaphorase inh – diaphorase inhibitors and chemical oxidizers, primary screen, counter-screen for diaphorase-coupled primary assays, biochemical, uHTS, resorufin fluorescence | diaphorase resazurin-to-resorufin fluorescence, NADH, 16 min; bacterial (C. kluyveri) enzyme, not human | inhibition, % at 20 µM | actives 0.69% (n = 190,000) | AID 1217, 2008;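 active = primary screen inhibition at 20 µM above a set limit, cut at about 50% in these data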;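 also: plate controls were DMSO with full reaction for no effect and wells lacking NADH for full effect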
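Test system: Clostridium kluyveri diaphorase enzyme / Quantity: diaphorase at 0.14 U/mL in enzyme working solution / Incubation: 16-min room-temperature incubation before reading / Benchmarks: NADH-free wells as positive control, DMSO-only neutral wells / Signal: resorufin fluorescence 544/590 nm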
APP transl inh – inhibitors of APP translation via 5'UTR reporter, primary screen, APP 5'UTR luciferase, SH-SY5Y cells | SH-SY5Y APP 5'UTR-luciferase reporter, luminescence | inhibition, % at 2 µM | actives 0.82% (n = 190,000) | AID 1285, 2008;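 active = inhibition above a set limit, derived from the sample mean plus 3 SD, cut at about 45% in these data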; also: values of inactives mirror those of a sister screen read the other way
* hit, by the source's call; . = not tested or not shown. Hits appear at their usual frequency; about 5.6% have a hit in one of these screens.

#	SMILES	STAT1 activator	APP 5'UTR act	APP transl inh	G6PDH counter	FLuc inhib CS
1	CCn1c(COc2cccc(OC)c2)nnc1SCC(=O)Nc1cc(OC)ccc1OC	106.5	-7.6	7.6	3.9	-5.0
2	COC(=O)NCC1(C)CC(NC(=O)OC)CC(C)(C)C1 (centres undefined)	97.7	6.7	-6.7	5.5	-0.1
3	Cc1ccc(O)c(C2=NCCNC(C(F)(F)F)=C2)c1	108.9	-2.1	2.1	4.6	-10.0
4	O=C(Nc1nn[nH]n1)c1cccc(Oc2ccccc2)c1	104.7	-10.9	10.9	10.7	-5.4
5	COc1cc(C2C(C(C)=O)=C(O)C(=O)N2CCc2ccc(OC)c(OC)c2)ccc1O (centres undefined)	106.1	-12.2	12.3	1.2	-1.9
6	COc1ccc2cc(CCNC(=O)c3cccs3)c(=O)[nH]c2c1	159.1*	103.8	-103.8	18.1	-3.9
7	S=C(NCCc1ccc(Cl)cc1)NC1CCCC1	108.0	-3.7	3.7	-2.3	-4.6
8	COC(=O)CSc1nnc2n(C3CCCCC3)c(=O)c3c4c(sc3n12)CCCC4	97.4	10.7	-10.7	9.1	-6.5
9	CC(=O)c1c(C(C)=O)c(C)n(CCCCn2c(C)c(C(C)=O)c(C(C)=O)c2C)c1C	103.3	-5.4	5.4	.	.
10	O=C(COc1ccc(Cl)cc1)N(Cc1ccccc1)c1ccccn1	114.0	8.0	-8.0	1.3	-4.6
11	Cc1cc(F)ccc1NCC(=O)Nc1ccccc1Br	110.3	-0.3	0.3	-2.7	10.4
12	Cc1nc2c(Br)c(C)nn2c2c1CCC2	102.1	18.7	-18.7	7.7	-8.4

#	FLuc stim CS	Diaph act CS	NF-kB expr up	Diaphorase inh	TLR4 MyD88 comp
1	1.1	0.7	0.82	25.1	20.8
2	1	1.1	1.13	-12.4	-7.4
3	1.1	1	1.15	3.4	8.2
4	1.1	1	1.08	-0.5	11.2
5	1	0.9	1.19	11.0	-10.1
6	1	0.9	6.07*	14.2	14.7
7	1	0.8	1.73	23.8	6.1
8	1.1	0.8	0.82	18.0	10.6
9	.	.	.	.	-7.9
10	1	0.9	0.95	14.2	2.5
11	0.9	1	1.28	0.3	-5.3
12	1.1	1	1.3	-1.8	-2.8

(further entries)
#	SMILES	STAT1 activator	APP 5'UTR act	APP transl inh	G6PDH counter	FLuc inhib CS
13	Cn1cccc1C(=O)C(=O)Nc1ccccc1	120.6	144.8*	-144.8	0.0	52.5*
14	CC(C)n1c(SCC(=O)N2c3ccccc3CCc3ccccc32)nc2c1c(=O)n(C)c(=O)n2C	96.0	-2.4	2.4	.	.
15	COc1ccccc1NC(=O)C12CC3CC(C1)CC(c1ccc(C)cc1)(C3)C2	107.1	-4.6	4.6	4.8	-5.1
16	CC(Oc1ccc(F)cc1)C(=O)Nc1sc2c(c1C(=O)NCc1cccnc1)CCCC2 (centres undefined)	101.4	2.5	-2.5	2.0	-7.6
17	N#Cc1ccsc1NC(=O)CN(Cc1ccccc1)Cc1ccccc1	99.9	7.1	-7.1	-16.0	-15.7
18	O=C(Cn1nnc(-c2ccccc2)n1)NNC(=O)c1ccc(Br)cc1	99.9	6.8	-6.8	3.8	3.3
19	CCCCNC(=S)Nc1ccc(Cl)cc1	92.0	0.9	-0.9	1.7	-1.0
20	O=C(CCNS(=O)(=O)c1ccc(Br)cc1)NC1CCCCC1	105.0	18.4	-18.4	5.1	-1.6
21	O=C(O)c1ccc(-n2c(-c3ccc(Br)cc3)n[nH]c2=S)cc1	104.1	3.1	-3.1	1.5	22.6
22	COc1ccc(-c2nnc(SCC(=O)NC3CCCc4ccccc43)n2N)cc1 (centres undefined)	105.1	10.2	-10.2	-8.0	-17.8
23	COc1ccc(/C=N/NC(=O)c2ccc(Br)cc2)c(OC)c1	112.8	-5.7	5.7	-7.2	2.8
24	CCN(CC)S(=O)(=O)c1ccc2[nH]cc(C(=O)NCCN3CCCCC3C)c(=O)c2c1 (centres undefined)	99.9	24.6	-24.6	10.6	-3.2

#	FLuc stim CS	Diaph act CS	NF-kB expr up	Diaphorase inh	TLR4 MyD88 comp
13	0.5	1	5.91*	4.4	2.7
14	.	.	.	.	0.1
15	1.1	0.9	0.88	7.9	-9.2
16	1.1	0.7	0.38	32.9	12.2
17	1.2	0.8	1.05	20.7	10.5
18	1	1.2	0.89	-19.8	-2.7
19	1	0.9	1.3	12.1	-2.9
20	1	1	1	-3.3	-10.7
21	0.8	0.8	1.11	20.1	-0.8
22	1.2	0.9	1.07	11.9	-1.0
23	1	0.9	1.12	13.0	-3.0
24	1	1	0.99	-1.4	1.9

Going on with the list.
#	SMILES	STAT1 activator	APP 5'UTR act	APP transl inh	G6PDH counter	FLuc inhib CS
25	CN(C)Cc1cc(CCNC(=O)c2ccc(Cl)cc2)ccc1O	103.8	7.4	-7.4	6.2	-4.2
26	CCCSc1nc2cc(OC)c(OC)cc2c(=N)n1CCCN1CCOCC1	102.6	15.8	-15.8	-4.8	-1.2
27	Cc1ccsc1C1C(C#N)=C(N)N(N(C)C)C2=C1C(=O)CC(C)(C)C2 (centres undefined)	95.5	1.6	-1.6	-0.7	-5.8
28	CCOc1ccc(C(=O)NC2CCN(C(=O)Nc3ccccc3OC)CC2)cc1	97.3	1.6	-1.6	9.9	3.9
29	O=C(NC(=S)NCCSc1ccccc1)c1cccnc1	111.8	4.3	-4.3	15.5	-2.0
30	O=C(CCN1CCN(c2ccccc2)CC1)Nc1nccs1	97.5	-5.1	5.1	12.3	-0.5
31	N#CCOc1nc(N2CCCCC2)nc(N2CCCCC2)n1	98.4	-16.9	16.9	7.9	-6.6
32	Cc1oc(CC(C)C)cc1C(=O)NCCCC(=O)O	100.3	4.2	-4.2	7.0	-2.2
33	Cc1cc(C)n(C(=O)c2ccc(S(=O)(=O)NCC3CCCO3)cc2)n1 (centres undefined)	102.3	2.5	-2.5	5.4	-0.8
34	CCNc1nc(NCC)nc(N(C#N)CCOc2ccccc2)n1	87.4	0.9	-0.9	13.1	4.5
35	Cc1cc(NC(=O)C(=O)NCCN2CCN(S(C)(=O)=O)CC2)ccc1Br	95.6	17.4	-17.4	16.6	-2.2
36	COc1ccc(N2C(=O)CC(NNC(=O)c3ccco3)C2=O)cc1 (centres undefined)	106.3	0.4	-0.4	4.8	-6.1

#	FLuc stim CS	Diaph act CS	NF-kB expr up	Diaphorase inh	TLR4 MyD88 comp
25	1	1.1	1.01	-13.4	-5.6
26	1	1.2	0.99	-19.2	-8.4
27	1.1	0.9	1.2	14.1	-7.3
28	1	1	1.32	1.4	-2.7
29	1	0.8	1.33	19.8	14.9
30	1	1	1.16	2.1	6.9
31	1.1	0.9	1.19	5.6	-3.9
32	1	.	1.27	.	-9.2
33	1	1	1.45	-2.4	2.1
34	1	1	0.88	-0.8	2.1
35	1	1	0.94	1.1	-7.5
36	1.1	0.8	1.3	19.4	-6.6

More results follow:
#	SMILES	STAT1 activator	APP 5'UTR act	APP transl inh	G6PDH counter	FLuc inhib CS
37	CCC(C(=O)O)N1C(=O)c2ccccc2C1=O (centres undefined)	101.9	-1.3	1.3	-9.4	-5.4
38	CCOC(=O)c1c(/N=C/c2cc(C)ccc2O)sc2c1CCC2	99.5	6.8	-6.8	22.3	-1.3
39	COC(=O)C(Cc1cnc(Cl)s1)(C(=O)OC)c1ccc([N+](=O)[O-])cc1	98.3	9.5	-9.5	-6.5	-8.0
40	CCOc1ccccc1CN1CCN(Cc2csc(C(C)=O)c2)CC1CCO (centres undefined)	95.5	-2.1	2.1	22.5	-5.1
41	CNC(=O)CSc1nnnn1-c1ccc2c(c1)OCCO2	98.2	-3.7	3.7	5.5	2.7
42	CCOC(=O)C(/C(N)=N/C(=O)Nc1ccccc1)=C(\C)O	99.7	3.2	-3.2	4.2	26.1
43	CCCc1nc(NCc2ccccc2)c(C#N)c2c1CCCC2	98.5	-17.3	17.3	5.1	-2.9
44	COc1ccc(C(=O)N/N=C/c2cc3ccccc3[nH]c2=O)cc1	109.5	12.9	-12.9	5.1	-4.6
45	O=c1c2ccccc2oc2nc3n(c(=O)c12)CCCS3	100.4	-4.1	4.1	3.1	-1.1
46	O=C(CN1CCN(c2ccc(O)cc2)CC1)Nc1cc([N+](=O)[O-])ccc1Cl	105.5	41.9	-41.9	14.2	-0.8

#	FLuc stim CS	Diaph act CS	NF-kB expr up	Diaphorase inh	TLR4 MyD88 comp
37	1.1	0.9	0.98	6.5	-4.7
38	1	1	1.32	3.2	-9.7
39	1.1	0.9	1.1	11.3	-8.8
40	1.1	0.9	0.91	8.7	-0.9
41	1	1	0.93	-3.2	9.0
42	0.7	1	1.27	3.1	-6.1
43	1	0.8	0.92	19.1	-23.4
44	1	0.8	0.68	16.3	-1.9
45	1	0.8	1.33	17.8	5.1
46	1	0.9	1.3	13.7	-8.2

An excerpt from above in order of count of non-hydrogen atoms, highest first:
#	SMILES	STAT1 activator	APP 5'UTR act	APP transl inh	G6PDH counter	FLuc inhib CS
40	CCOc1ccccc1CN1CCN(Cc2csc(C(C)=O)c2)CC1CCO (centres undefined)	95.5	-2.1	2.1	22.5	-5.1
46	O=C(CN1CCN(c2ccc(O)cc2)CC1)Nc1cc([N+](=O)[O-])ccc1Cl	105.5	41.9	-41.9	14.2	-0.8
39	COC(=O)C(Cc1cnc(Cl)s1)(C(=O)OC)c1ccc([N+](=O)[O-])cc1	98.3	9.5	-9.5	-6.5	-8.0
44	COc1ccc(C(=O)N/N=C/c2cc3ccccc3[nH]c2=O)cc1	109.5	12.9	-12.9	5.1	-4.6
43	CCCc1nc(NCc2ccccc2)c(C#N)c2c1CCCC2	98.5	-17.3	17.3	5.1	-2.9
41	CNC(=O)CSc1nnnn1-c1ccc2c(c1)OCCO2	98.2	-3.7	3.7	5.5	2.7
45	O=c1c2ccccc2oc2nc3n(c(=O)c12)CCCS3	100.4	-4.1	4.1	3.1	-1.1

#	FLuc stim CS	Diaph act CS	NF-kB expr up	Diaphorase inh	TLR4 MyD88 comp
40	1.1	0.9	0.91	8.7	-0.9
46	1	0.9	1.3	13.7	-8.2
39	1.1	0.9	1.1	11.3	-8.8
44	1	0.8	0.68	16.3	-1.9
43	1	0.8	0.92	19.1	-23.4
41	1	1	0.93	-3.2	9.0
45	1	0.8	1.33	17.8	5.1

High-throughput results from PubChem BioAssay.
